# TRPC6 activator: activators of mouse TRPC6 channel. HEK293-TRPC6 membrane potential dye fluorescence; active compounds read high. B-score at 10 µM. actives 0.13% (n = 310,000). AID 2550;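 active means B-score of the integrated fluorescence ratio above library mean plus 3 SD, and starting fluorescence ratio within library mean plus 5 SD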;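 further: higher score means more depolarization so channel activation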
# TRPC4 block: inhibitors of mouse TRPC4 channel | Q9QUQ5 | HEK293 TRPC4beta/mu-opioid, DAMGO-evoked Fluo4 calcium flux; active compounds read low | B-score at 10 µM | actives 0.39% (n = 300,000);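 active means B-score over 3 SD under the library average, no early fluorescence shift, positive overall ratio signal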
# Target sequence (Q9QUQ5 whole entry, looked up): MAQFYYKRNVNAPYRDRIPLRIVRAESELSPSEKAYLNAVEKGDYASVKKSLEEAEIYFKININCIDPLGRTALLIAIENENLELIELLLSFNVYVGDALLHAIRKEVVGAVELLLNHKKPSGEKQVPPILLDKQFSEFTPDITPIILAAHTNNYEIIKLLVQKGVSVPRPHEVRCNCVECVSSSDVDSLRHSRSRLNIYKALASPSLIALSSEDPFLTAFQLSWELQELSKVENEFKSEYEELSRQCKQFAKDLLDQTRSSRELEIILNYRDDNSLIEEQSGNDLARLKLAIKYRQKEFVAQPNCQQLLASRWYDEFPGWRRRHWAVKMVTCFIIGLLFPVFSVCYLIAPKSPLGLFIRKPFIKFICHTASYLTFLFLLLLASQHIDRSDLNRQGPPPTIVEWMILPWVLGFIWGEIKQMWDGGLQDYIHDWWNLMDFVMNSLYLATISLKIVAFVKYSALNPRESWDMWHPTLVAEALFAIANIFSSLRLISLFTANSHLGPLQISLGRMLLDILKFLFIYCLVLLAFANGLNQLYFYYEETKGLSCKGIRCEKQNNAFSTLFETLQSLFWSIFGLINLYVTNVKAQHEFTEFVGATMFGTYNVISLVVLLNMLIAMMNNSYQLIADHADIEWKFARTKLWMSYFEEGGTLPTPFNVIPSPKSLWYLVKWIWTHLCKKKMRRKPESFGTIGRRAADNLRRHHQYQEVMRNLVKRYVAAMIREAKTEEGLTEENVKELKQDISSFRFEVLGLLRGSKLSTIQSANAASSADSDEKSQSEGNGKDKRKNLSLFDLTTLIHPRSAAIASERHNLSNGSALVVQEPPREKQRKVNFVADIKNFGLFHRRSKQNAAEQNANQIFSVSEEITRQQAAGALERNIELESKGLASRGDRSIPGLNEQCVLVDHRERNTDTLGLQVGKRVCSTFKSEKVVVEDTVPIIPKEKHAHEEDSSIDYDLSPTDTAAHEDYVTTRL
#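 Signal: kinetic Fluo4 fluorescence imaging of calcium influx. Material: stable TRPC4beta/mu-opioid receptor HEK293 cells. Probe or stimulus: DAMGO in two steps, submaximal then maximal.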
# MrgX1 agonist: activates human MrgX1 receptor signaling | B-score at 10 µM | MrgX1-HEK293 cells, Fluo-4 calcium fluorescence, agonist mode; active compounds read high | actives 0.44% (n = 310,000);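 active means calcium response B-score plate-corrected fluorescence ratio at least 3 library SD, with starting fluorescence B-score inside 5 SD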
#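 Material: MrgX1-expressing HEK293 cells / Dosing: compound as first of three additions / Incubation: overnight seeding, then 1 h dark dye loading / Signal: Fluo-4 NW calcium fluorescence / Evaluation: B-scored fluorescence response ratio / Benchmarks: positive and negative control wells on each plate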
# TRPC6 inhibitor: mouse TRPC6 channel inhibition | actives 1.1% (n = 310,000) | AID 2553 | HEK293-TRPC6, membrane potential dye, ACh-evoked depolarization; active compounds read low | B-score at 10 µM;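 active means B-score under library mean minus 3 SD, initial fluorescence not abnormally high, positive integrated signal ratio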;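 further: B-score derived from integrated fluorescence ratio over the kinetic read; more negative B-score means stronger inhibition of depolarization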
# MrgX1 antagonist: blocks BAM8-22 activation of human MrgX1 receptor. AID 588676. MRGX1-HEK293 calcium flux, Fluo-4, BAM8-22 antagonism; active compounds read low. actives 1.3% (n = 310,000). B-score at 10 µM. Q96LB2;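 active means calcium-response B-score plate-corrected more than 3 library SD below zero, starting fluorescence within 5 deviations, no agonist response on first addition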;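 further: peak minus trough fluorescence over baseline after final BAM8-22 challenge near maximal dose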
# TRPC4 agonist: activators of mouse TRPC4 channel; HEK293 TRPC4beta/mu-opioid, Fluo4 calcium fluorescence; active compounds read high; Q9QUQ5; B-score at 10 µM; actives 0.49% (n = 310,000); AID 2237;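 active means B-score above 5 SD of library B-scores, and initial fluorescence ratio not above library mean plus 5 SD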;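 further: positive B-score marks a calcium rise read as TRPC4 activation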
#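 Material: HEK293 stable line with TRPC4beta plus mu-opioid receptor; technique: Fluo4 calcium-sensitive dye fluorescence, kinetic, 1 Hz baseline; timing: Fluo4 dye loading 45 min at room temperature, 110 s recording; controls: assay buffer as low control, maximal DAMGO as high control; read-out: integrated baseline-normalised fluorescence ratio, converted to per-well B score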
# TMEM16A inh: inhibitors of mouse TMEM16A calcium-activated chloride channel; normalized B-score (activity score, 25-100; higher = stronger inhibition) at 10 µM; Q8BHY3; actives 1.2% (n = 310,000); AID 588511; HEK293 TMEM16A/YFP iodide influx fluorescence, ionomycin;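 active means ratio plate-corrected score three or more library SD toward inhibition, starting fluorescence score within five deviations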;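 further: score derived from kinetic fluorescence span divided by baseline fluorescence per well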
# SKKanGAS inh: SKKanGAS growth inhibition. S. pyogenes SKKanGAS, kanamycin growth, BacTiter-Glo, 6 h. inhibition, % at 7.5 µM. actives 1.3% (n = 300,000). AID 1662;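 active means mean replicate score, as percent of positive control median, at least 50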;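 further: strain carries kanamycin resistance gene driven by streptokinase promoter and grows in 40 µg/ml kanamycin; loss of luminescence reflects streptokinase promoter inhibition or plain growth inhibition; 0% = median of DMSO wells and 100% = positive control at its reference dose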
# TRPC4 potent: allosterically enhances the mouse TRPC4 cation channel | B-score at 10 µM | actives 0.42% (n = 310,000) | AID 2227 | Q9QUQ5 | HEK293 TRPC4beta/mu-opioid, DAMGO EC20, Fluo-4 Ca2+ flux; active compounds read high;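 active means B-score of calcium response area above 5 SD of library B-scores, with initial fluorescence ratio within 5 SD of library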;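 further: B-score of integrated fluorescence ratio over time as area under calcium response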
# ANO1 activ: activates or potentiates the mouse TMEM16A chloride channel; actives 0.3% (n = 340,000); HEK293 TMEM16A/YFP-H148Q/I152L, iodide quench fluorescence; active compounds read low; B-score at 10 µM;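 active means fluorescence-ratio B-score plate-corrected deviation score at least 3 library SD below zero, with starting fluorescence score within 5 deviations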;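 further: channel opened by trigger with iodide after compound preincubation; score built on the fluorescence ratio of max minus min over baseline; more negative score means more quench and so TMEM16A activation or potentiation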
# MrgX1 PAM: human MrgX1 positive allosteric modulation, primary screen; actives 0.63% (n = 310,000); B-score at 10 µM; AID 588675; Q96LB2; MrgX1-HEK293, Fluo-4 calcium flux, FDSS; active compounds read high;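 active means plate-corrected calcium response at least 3 library SD above typical, normal starting fluorescence, not activating the receptor alone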;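 further: compound read alongside a low EC10 to EC30 dose of BAM8-22 agonist; peak minus trough fluorescence over baseline measured at the second addition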
# * hit, by the source's call; i = inactive; / = not tested or not shown.
SMILES,TRPC6 activator,TRPC4 block,MrgX1 agonist,TRPC6 inhibitor,MrgX1 antagonist,TRPC4 agonist,TMEM16A inh,SKKanGAS inh,TRPC4 potent,ANO1 activ,MrgX1 PAM
COc1ccc(C)cc1NC(=O)C1CC(=O)N(CCc2ccccc2)C1 (stereo unspecified),i,i,i,i,i,i,i,-5.2,i,i,i
COc1cc(NC(=O)c2cccnc2SC)cc(OC)c1OC,i,i,i,i,i,i,i,7.6,i,i,i
COC(C(=O)Nc1ccc(F)cc1F)c1ccccc1 (stereo unspecified),i,i,i,i,i,i,i,-0.1,i,i,i
Nc1ncnc2nc(Sc3ccc(Cl)cc3)[nH]c12,i,i,i,i,i,i,i,-13.3,i,i,i
COC(=O)CCC(=O)OC1(C)C(=O)C2=CN(CCc3c[nH]c4ccccc34)C(c3ccc(OC)cc3)=CC2=C(Br)C1=O (stereo unspecified),i,i,i,i,i,i,i,12.2,i,i,i
O=C(CN1C(=O)NC2(CCCC2)C1=O)Nc1ccc(F)c(F)c1F,i,i,i,i,i,i,i,-2.0,i,i,i
COc1ccc(C2=NN3C(=O)c4c(ccc(OC)c4OC)C3C2)cc1 (stereo unspecified),i,i,i,i,i,i,i,-0.5,i,i,i
C/C(=C1/SC(N2CC(C)OC(C)C2)=NC1=O)c1ccccc1 (stereo unspecified),i,i,i,i,i,i,i,-0.9,i,i,i
CCOC(=O)c1c(C)[nH]c(C(=O)COC(=O)/C=C/c2ccc(O)c(OC)c2)c1C,i,i,i,i,i,i,i,18.1,i,i,i
CCC(=O)Nc1nc2ccccc2n1CCN(C)C,i,i,i,i,i,i,i,-0.2,i,i,i
CC(C)=C1C2CCC1C1C(=O)N(NC(=O)c3ccco3)C(=O)C21 (stereo unspecified),i,i,i,i,i,i,i,3.8,i,i,i
CC(c1ccccc1F)n1cc(C(=O)NCCCc2nc3ccccc3[nH]2)nn1 (stereo unspecified),i,i,i,i,i,i,i,4.9,i,i,i
C/C(=N\OC(=O)c1ccc(F)cc1)c1nccs1,i,i,i,i,i,i,i,-1.9,i,i,i
CC(NC(=O)c1cc2cc(Cl)ccc2oc1=N)c1ccccc1 (stereo unspecified),i,i,i,i,i,i,i,7.1,i,i,i
COc1ccc(/C=N/Nc2cc(C)nc3ccccc23)cc1,i,i,i,i,i,i,i,1.6,i,i,i
CCOC(=O)c1sc(NC(=O)c2cc(-c3ccccc3C)nc3ccccc23)c(C#N)c1C,i,i,i,i,i,i,100*,51.2*,i,i,i
CCN1C=C(Cc2ccc(F)cc2)C2=C(C1)C(c1ccc(F)cc1)C(C#N)=C(N)O2 (stereo unspecified),i,i,i,i,i,i,25*,9.4,i,i,i
COc1ccc(CNC(=O)C(CC(C)C)NC(=O)c2ccccc2C)cc1 (stereo unspecified),i,i,i,i,i,i,i,0.2,i,i,i
Cc1cccc(/C(N)=N/OC(=O)N2c3ccccc3Sc3ccccc32)c1,i,i,i,i,i,i,i,9.6,i,i,i
CCOC(=O)C1CCCN(Cc2c(Cl)cccc2Cl)C1 (stereo unspecified),i,i,i,i,i,i,i,3.7,i,i,i
O=C(OCc1nnc(-c2ccccc2)o1)c1ccc([N+](=O)[O-])o1,i,i,i,i,i,i,i,-8.4,i,i,i
CN(Cc1ccccc1)c1ncc(C=O)s1,i,i,i,i,i,i,i,-3.7,i,i,i
CCOc1cc(C(=O)NCC(C)CN(C)C)cc(OCC)c1OCC (stereo unspecified),i,i,i,i,i,i,i,-3.7,i,i,i
COC(=O)c1sccc1NC(=S)N1CCCC(C)C1 (stereo unspecified),i,i,i,i,i,i,i,6.4,i,i,i
O=C1c2cccc3cccc(c23)C(=O)N1CCCCCc1n[nH]c(=S)o1,i,i,i,i,i,i,i,18.3,i,i,i
CC(C)COc1ccc(C(=O)Nc2ccc([N+](=O)[O-])cc2)cc1,i,i,i,i,i,i,i,3.5,i,i,i
O=C(CN1CCN(Cc2ccc(Cl)cc2)C1=O)NCCCN1CCN(c2ccc(F)cc2)CC1,i,-6*,i,i,i,i,i,-12.2,i,i,i
O=C(c1cccc([N+](=O)[O-])c1)c1ccc2c(c1)OCCOCCOCCOCCO2,i,i,i,i,i,i,i,0.5,i,i,i
Cc1cnc(C(=O)NC(Cc2ccccc2)c2ccccc2)cn1 (stereo unspecified),i,i,i,i,i,i,i,-3.0,i,i,i
O=C(Nc1nc(-c2ccc3c(c2)OCO3)cs1)c1ccncc1,i,i,i,i,i,i,100*,8.0,i,i,i
Cn1c(C2CCCN2C(=O)OC(C)(C)C)n[nH]c1=S (stereo unspecified),i,i,i,i,i,i,i,-1.7,i,i,i
O=C(Nc1ccccc1)C(=O)Nc1ccc2c(c1)N(C(=O)C1CC1)CCC2,i,i,i,i,i,i,i,54.5*,i,i,i
S=c1[nH]nc(Cn2cnc3ccccc32)n1-c1ccccc1,i,i,i,i,i,i,i,2.1,i,i,i
O=C(CN(C1CCCCC1)S(=O)(=O)c1ccc(F)cc1)Nc1ccc2c(c1)OCO2,i,i,i,i,i,i,i,-2.1,i,i,i
COC(=O)c1sc(S(=O)(=O)N2CCC(C(=O)O)CC2)c(C(=O)OC)c1C,i,i,i,i,i,i,i,-7.3,i,i,i
O=C(O)CCC(=O)NNC(=O)CCC(=O)Nc1ccccc1,i,i,i,i,i,i,i,-3.2,i,i,i
N#CC(C#N)=CN=c1ccn(Cc2ccc(Cl)cc2Cl)cc1,i,i,i,i,i,i,i,4.1,i,i,i
CC(C)(C)C(=O)Cn1ncc(Br)c(Br)c1=O,i,i,/,i,/,i,/,0.9,i,i,/
CCc1nnc(NC(=O)CSc2nnc(CNC(=O)c3ccccc3F)n2C)s1,i,i,i,i,i,i,i,0.8,i,i,i
CCc1ccc(-c2nc(CSCC(=O)N3CCN(c4ncccn4)CC3)c(C)o2)cc1,i,i,i,i,i,i,25*,-7.5,i,i,i
CC(=O)Nc1ccc(S(=O)(=O)NCCSCc2cccc(Cl)c2)cc1,i,i,i,i,i,i,i,-17.5,i,i,i
Cc1ccc(S(=O)(=O)CCC(=O)OCC(=O)NCC(=O)Nc2cccc(C)c2C)cc1,i,i,i,i,i,i,i,-5.9,i,i,i
O=C(Nc1cc(S(=O)(=O)N2CCCC2)ccc1OCC(F)(F)F)c1ccc(F)cc1,i,i,i,i,i,i,i,4.3,i,i,i
CC1(C)Cc2cccc(OCC(=O)N3CCN(c4cccc(Cl)c4)CC3)c2O1,i,i,i,i,i,i,i,-3.9,i,i,i
CCOC(=O)C1=C(C)OC(N)=C(C#N)C1c1cncc(-c2ccc(F)cc2)c1 (stereo unspecified),i,i,i,i,i,i,i,-2.3,i,i,i
Cn1c(CNS(=O)(=O)c2ccc(Cl)cc2)n[nH]c1=S,i,i,i,i,i,i,i,0.9,i,i,i
Cc1nn(CC(=O)NCc2ccccc2)c(=O)c2ccccc12,i,i,i,i,i,i,i,2.1,i,i,i
CC1CCN(CCc2nc3cc(NC(=O)COc4ccc(Cl)cc4)ccc3n2C)CC1,i,i,i,i,i,i,i,-1.4,i,i,i
Cc1ccc(OC(=O)c2ccc([N+](=O)[O-])cc2Cl)cn1,i,i,i,i,i,i,i,-1.4,i,i,i
Nc1cc2c(cc1[N+](=O)[O-])OCCOCCOCCO2,i,i,i,i,i,i,i,-5.9,i,i,i
CSc1ccccc1C(=O)C1CCCN(S(=O)(=O)c2c(C)noc2C)C1 (stereo unspecified),i,i,i,i,i,i,i,-26.5,i,i,i
Cc1ccc(CNC(=O)C2CCCN(c3nn4c(=O)cc(C)nc4s3)C2)cc1 (stereo unspecified),i,i,i,i,i,i,i,-11.9,i,i,i
CC(=O)N1CCN(CC(O)COc2ccc(OCc3ccccc3)cc2)CC1 (stereo unspecified),i,i,i,i,i,i,i,-0.7,i,i,i
Cc1ccccc1Oc1ccc(S(=O)(=O)NCCC(=O)O)cc1,i,i,i,i,i,i,i,5.7,i,i,i
O=C(CCCn1c(=S)[nH]c2cc3c(cc2c1=O)OCO3)NCc1cccc(Cl)c1,i,i,i,i,i,i,i,37.5,i,i,i
O=C(COC(=O)c1cccnc1)Nc1ccc(F)cc1,i,i,i,i,i,i,i,-3.3,i,i,i
O=C(COc1ccc(F)cc1F)NNC(=O)Nc1cccc([N+](=O)[O-])c1,i,i,i,i,i,i,i,0.7,i,i,i
COCCC(=O)N1CCC(Oc2ccc(C(=O)NCc3ncc(C)[nH]3)cc2)CC1,i,i,i,i,i,i,i,4.9,i,i,i
COC(=O)c1ccc(-c2nc(O)c3cnccn23)cc1,i,i,i,i,i,i,i,1.2,i,i,i
CC1(C)CC(n2c(NCCO)nc3c(c2=O)C2(CCCC2)Cc2ccccc2-3)CCO1 (stereo unspecified),i,i,i,i,i,i,i,3.9,i,i,i

# A different layout for part of the listing above.
Compound	TRPC6 activator	TRPC4 block	MrgX1 agonist	TRPC6 inhibitor	MrgX1 antagonist	TRPC4 agonist	TMEM16A inh	SKKanGAS inh	TRPC4 potent	ANO1 activ	MrgX1 PAM
O=C(Nc1ccccc1)C(=O)Nc1ccc2c(c1)N(C(=O)C1CC1)CCC2	i	i	i	i	i	i	i	54.5*	i	i	i
S=c1[nH]nc(Cn2cnc3ccccc32)n1-c1ccccc1	i	i	i	i	i	i	i	2.1	i	i	i

# (next part)
SMILES,TRPC6 activator,TRPC4 block,MrgX1 agonist,TRPC6 inhibitor,MrgX1 antagonist,TRPC4 agonist,TMEM16A inh,SKKanGAS inh,TRPC4 potent,ANO1 activ,MrgX1 PAM
Cc1ccc(N(C(=O)CC2NC(=O)NC2=O)C2(C(=O)NC3CCCC3)CCCCC2)cc1 (stereo unspecified),i,i,i,i,i,i,i,2.8,i,i,i
CCOC(=O)c1c(C)[nH]c(C)c1S(=O)(=O)N(C)CC(=O)Nc1cccc(C)n1,i,i,i,i,i,i,i,-5.7,i,i,i
O=C(CSc1nc(O)c(C2CCCCC2)c(=O)[nH]1)Nc1ccc(F)cc1,i,i,i,i,i,i,i,16.0,i,i,i
O=C(N/N=C/c1ccc(OC(=O)c2ccccc2Cl)cc1)c1ccccn1,i,i,i,i,i,i,i,9.9,i,i,i
Cn1c(Br)nc2c1c(=O)n(CC(O)COc1ccccc1)c(=O)n2C (stereo unspecified),i,i,i,i,i,i,i,-7.0,i,i,i

# Bioassay records: PubChem BioAssay, several laboratories
